Compound activity from PubChem.
TcdB inh: blocks C. difficile toxin B glycohydrolase activity; P18177; TcdB glycohydrolase enzymatic assay, plate reader; inhibition, % at 9.99 µM; hit rate 0.24% among 350,000; AID 652162; in the data active = inhibition above about 10%
Target sequence (P18177 whole entry, looked up): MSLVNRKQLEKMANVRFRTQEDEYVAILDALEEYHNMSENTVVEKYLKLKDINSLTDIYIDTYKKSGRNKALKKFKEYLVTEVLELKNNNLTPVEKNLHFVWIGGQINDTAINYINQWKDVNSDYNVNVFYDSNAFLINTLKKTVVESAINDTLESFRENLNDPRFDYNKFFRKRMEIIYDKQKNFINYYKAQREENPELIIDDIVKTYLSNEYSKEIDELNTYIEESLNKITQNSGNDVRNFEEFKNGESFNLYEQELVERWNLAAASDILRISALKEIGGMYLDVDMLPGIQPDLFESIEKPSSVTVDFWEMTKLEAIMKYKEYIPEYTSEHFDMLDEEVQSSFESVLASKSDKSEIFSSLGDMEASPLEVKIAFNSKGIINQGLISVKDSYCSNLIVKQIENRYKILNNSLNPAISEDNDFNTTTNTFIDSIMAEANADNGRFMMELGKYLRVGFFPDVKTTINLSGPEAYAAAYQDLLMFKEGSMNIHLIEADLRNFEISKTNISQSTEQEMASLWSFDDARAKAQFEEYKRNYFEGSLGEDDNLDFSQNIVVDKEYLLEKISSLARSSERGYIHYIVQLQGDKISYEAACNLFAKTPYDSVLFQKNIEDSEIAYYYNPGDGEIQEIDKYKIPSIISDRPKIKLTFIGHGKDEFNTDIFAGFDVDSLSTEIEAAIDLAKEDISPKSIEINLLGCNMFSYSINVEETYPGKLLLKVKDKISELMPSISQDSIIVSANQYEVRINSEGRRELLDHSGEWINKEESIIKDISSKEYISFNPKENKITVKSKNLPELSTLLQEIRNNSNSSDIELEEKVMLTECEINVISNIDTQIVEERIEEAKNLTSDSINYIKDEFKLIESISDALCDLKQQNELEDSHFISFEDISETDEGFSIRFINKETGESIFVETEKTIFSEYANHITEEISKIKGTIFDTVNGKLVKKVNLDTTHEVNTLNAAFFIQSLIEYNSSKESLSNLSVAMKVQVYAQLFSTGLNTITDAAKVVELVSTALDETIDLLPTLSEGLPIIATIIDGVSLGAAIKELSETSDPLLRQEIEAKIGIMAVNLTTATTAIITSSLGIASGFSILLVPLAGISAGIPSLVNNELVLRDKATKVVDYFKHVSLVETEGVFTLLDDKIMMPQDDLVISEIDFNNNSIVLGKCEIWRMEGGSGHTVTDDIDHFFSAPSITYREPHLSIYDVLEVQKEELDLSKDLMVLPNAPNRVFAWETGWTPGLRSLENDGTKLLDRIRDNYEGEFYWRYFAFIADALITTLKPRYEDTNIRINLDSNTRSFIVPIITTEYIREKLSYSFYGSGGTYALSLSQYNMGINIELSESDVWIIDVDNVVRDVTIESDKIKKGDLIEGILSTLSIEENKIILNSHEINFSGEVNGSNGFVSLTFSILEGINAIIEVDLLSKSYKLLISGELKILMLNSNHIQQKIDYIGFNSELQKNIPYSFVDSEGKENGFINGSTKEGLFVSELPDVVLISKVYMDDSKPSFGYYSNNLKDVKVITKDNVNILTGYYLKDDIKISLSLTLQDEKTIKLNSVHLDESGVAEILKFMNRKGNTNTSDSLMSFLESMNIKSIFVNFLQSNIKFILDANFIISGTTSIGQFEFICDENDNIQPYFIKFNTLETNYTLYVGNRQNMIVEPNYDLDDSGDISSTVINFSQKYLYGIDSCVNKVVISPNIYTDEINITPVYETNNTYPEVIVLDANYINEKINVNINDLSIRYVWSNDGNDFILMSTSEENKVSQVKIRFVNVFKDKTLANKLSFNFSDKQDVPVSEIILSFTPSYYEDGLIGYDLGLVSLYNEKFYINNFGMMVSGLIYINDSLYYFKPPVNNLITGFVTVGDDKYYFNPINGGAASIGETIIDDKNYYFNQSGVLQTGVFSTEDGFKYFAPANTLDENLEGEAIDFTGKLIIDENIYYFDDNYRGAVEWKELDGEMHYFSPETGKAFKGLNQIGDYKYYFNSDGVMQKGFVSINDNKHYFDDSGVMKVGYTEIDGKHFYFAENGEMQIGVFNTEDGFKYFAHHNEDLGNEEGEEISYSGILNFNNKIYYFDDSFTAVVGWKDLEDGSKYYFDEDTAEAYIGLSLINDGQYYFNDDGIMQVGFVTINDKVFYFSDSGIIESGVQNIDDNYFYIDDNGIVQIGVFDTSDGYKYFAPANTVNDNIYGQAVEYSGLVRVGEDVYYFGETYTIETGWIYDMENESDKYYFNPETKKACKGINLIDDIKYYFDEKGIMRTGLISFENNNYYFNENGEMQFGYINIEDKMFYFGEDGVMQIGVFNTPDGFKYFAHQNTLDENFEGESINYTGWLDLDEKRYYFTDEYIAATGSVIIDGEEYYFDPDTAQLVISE
The depositor's hits bear a star. The list is partial; count on the stated rates, not on these rows.

canonical_smiles | TcdB inh
CCCN(C)C[C@@H]1OCCCC[C@@H](C)Oc2ccc(NC(=O)CCC(F)(F)F)cc2C(=O)N([C@@H](C)CO)C[C@@H]1C | -0.1
Cc1ccc(-c2ccc3c(c2)O[C@H](CN(C)C(=O)Nc2ccc(F)cc2)[C@H](C)CN([C@@H](C)CO)S3(=O)=O)cc1 | -1.5
C[C@@H]1CCCCO[C@H](CN(C)Cc2ccncc2)[C@@H](C)CN([C@H](C)CO)C(=O)c2cc(NC(=O)Nc3ccc(C(F)(F)F)cc3)ccc2O1 | 0.1
C[C@H]1CN([C@@H](C)CO)S(=O)(=O)c2ccc(-c3ccccc3)cc2O[C@@H]1CN(C)C(=O)Cc1ccccc1 | 0.9
C[C@@H]1CN([C@H](C)CO)C(=O)Cc2cc(NS(=O)(=O)c3cn(C)cn3)ccc2O[C@H]1CN(C)Cc1ccc(Cl)c(Cl)c1 | -1.6
CC(C)NC(=O)Nc1ccc2c(c1)CC(=O)N([C@H](C)CO)C[C@@H](C)[C@@H](CN(C)Cc1ccc(C(=O)Nc3ccccc3N)cc1)O2 | 0.5
COCC(=O)N1[C@H](CO)[C@@H](c2ccccc2)[C@@H]1CNC(=O)c1ccccn1 | 0.6
CC(C)NC(=O)N[C@@H]1CC[C@@H](CCNS(=O)(=O)c2ccc(Cl)cc2)O[C@H]1CO | -3.0
CCCC(=O)Nc1ccc2c(c1)C(=O)N(C)[C@H]1CC[C@H](CC(=O)Nc3cccc(F)c3)O[C@@H]1CO2 | 0.3
O=C(CC1CC1)N1CC(=O)N2[C@H](CO)[C@H](c3ccc(C#Cc4cccc(F)c4)cc3)[C@@H]2C1 | 0.2
C[C@H](CO)N1C[C@H](C)[C@@H](CN(C)C(=O)NC2CCCCC2)Oc2ccc(NC(=O)Cc3cn(C)c4ccccc34)cc2C1=O | -0.3
O=C(Nc1ccccc1)N1CC(=O)N2[C@H](CO)[C@@H](c3ccc(C#CC4CCCC4)cc3)[C@H]2C1 | -0.5
COc1ccc(NC(=O)N(C)C[C@@H]2OCCCC[C@H](C)Oc3ccc(NC(=O)NC4CCCCC4)cc3C(=O)N([C@@H](C)CO)C[C@@H]2C)cc1 | -0.4
COC(=O)C[C@@H]1C[C@H]2c3cc(N)ccc3O[C@H]2[C@@H](CO)O1 | -4.0
Cc1ccccc1S(=O)(=O)N[C@@H]1CC[C@H](CCn2cc(Cc3ccccc3)nn2)O[C@H]1CO | -0.5
COc1ccc(CN(C)C[C@@H]2Oc3ccc(NC(=O)Nc4cccc5ccccc45)cc3C(=O)N([C@@H](C)CO)C[C@H]2C)cc1 | -0.8
COc1ccc(NC(=O)Nc2ccc3c(c2)CC(=O)N([C@@H](C)CO)C[C@@H](C)[C@@H](CN(C)CC2CC2)O3)cc1 | -1.3
C[C@@H]1CN([C@H](C)CO)S(=O)(=O)c2ccc(-c3ccccc3)cc2O[C@H]1CN(C)C(=O)Nc1ccccc1F | -0.3
O=S(=O)(c1ccccc1)N1CCCCN2[C@H](C1)[C@H](c1ccc(C#Cc3cccnc3)cc1)[C@@H]2CO | -2.2
CCC(=O)N[C@H]1CC[C@H](CCn2cc(-c3cccc(OC)c3)nn2)O[C@H]1CO | -0.7
O=C(c1cccnc1)N1CC[C@@H]2[C@H]1c1cc(-c3ccc(F)cc3)ccc1N[C@@H]2CO | -0.2
C[C@H]1CN([C@@H](C)CO)S(=O)(=O)c2ccc(C3=CCCC3)cc2O[C@H]1CN(C)S(=O)(=O)c1ccc(F)cc1 | 0.9
C[C@H](CO)N1C[C@H](C)[C@H](CN(C)S(=O)(=O)c2ccccc2)OCCCC[C@H](C)Oc2ccc(NS(=O)(=O)c3ccccc3)cc2C1=O | 0.6
C[C@@H]1CN([C@H](C)CO)C(=O)c2cc(C#CC3CCCCC3)cnc2O[C@H]1CN(C)Cc1cncnc1 | -1.1
CC(=O)N(C)C[C@@H]1Oc2cc(C#C[C@H](C)O)ccc2S(=O)(=O)N([C@H](C)CO)C[C@@H]1C | 1.2

Quoted from the listing:
Reading of `C[C@@H]1CN([C@H](C)CO)S(=O)(=O)c2ccc(-c3ccccc3)cc2O[C@H]1CN(C)C(=O)Nc1ccccc1F` in TcdB inh: -0.3
Reading of `O=C(CC1CC1)N1CC(=O)N2[C@H](CO)[C@H](c3ccc(C#Cc4cccc(F)c4)cc3)[C@@H]2C1` in TcdB inh: 0.2
Reading of `CC(C)NC(=O)Nc1ccc2c(c1)CC(=O)N([C@H](C)CO)C[C@@H](C)[C@@H](CN(C)Cc1ccc(C(=O)Nc3ccccc3N)cc1)O2` in TcdB inh: 0.5
Reading of `COc1ccc(CN(C)C[C@@H]2Oc3ccc(NC(=O)Nc4cccc5ccccc45)cc3C(=O)N([C@@H](C)CO)C[C@H]2C)cc1` in TcdB inh: -0.8
Reading of `C[C@H]1CN([C@@H](C)CO)S(=O)(=O)c2ccc(-c3ccccc3)cc2O[C@@H]1CN(C)C(=O)Cc1ccccc1` in TcdB inh: 0.9
Reading of `COCC(=O)N1[C@H](CO)[C@@H](c2ccccc2)[C@@H]1CNC(=O)c1ccccn1` in TcdB inh: 0.6

Following part.
canonical_smiles | TcdB inh
O=S(=O)(c1ccccc1F)N1CC[C@@H]2[C@H](CO)Nc3ccc(-c4ccc(F)cc4)cc3[C@@H]21 | 0.2
COc1ccc(NC(=O)N2CC(=O)N3[C@@H](CO)[C@@H](c4ccc(Br)cc4)[C@@H]3C2)cc1 | -1.7
CNC(=O)C[C@H]1CC[C@H]2[C@H](COc3ccc(NC(=O)Nc4ccccc4)cc3C(=O)N2C)O1 | -2.2
CCCc1cn(CC[C@H]2CC[C@H](NC(=O)Cc3cccnc3)[C@@H](CO)O2)nn1 | 0.5
C[C@@H]1CN([C@H](C)CO)S(=O)(=O)c2ccc(C#CC3CC3)cc2O[C@@H]1CN(C)C(=O)c1ccccc1 | -0.3
O=C(C[C@@H]1CC[C@H]2[C@@H](COC[C@H](O)CN2Cc2cccc(-c3ccncc3)c2)O1)N1CCN(c2ccccc2)CC1 | 0.5
C[C@@H]1CN([C@@H](C)CO)C(=O)c2cccc(NC(=O)c3cnccn3)c2O[C@@H]1CN(C)C(=O)Nc1ccccc1 | -0.4
C[C@H](CO)N1C[C@H](C)[C@@H](CN(C)C(=O)c2cccc(F)c2)Oc2cc(-c3cccnc3)ccc2S1(=O)=O | 1.6
C[C@H]1CN([C@@H](C)CO)S(=O)(=O)c2ccc(-c3ccc(F)cc3)cc2O[C@H]1CN(C)C | 0.4
C[C@H](CO)N1C[C@H](C)[C@@H](CN(C)Cc2ccc3c(c2)OCO3)Oc2ccc(NC(=O)C3CC3)cc2CC1=O | 0.1
Cc1noc(C)c1NC(=O)N(C)C[C@@H]1Oc2ccc(NS(=O)(=O)c3cn(C)cn3)cc2CC(=O)N([C@H](C)CO)C[C@H]1C | -7.0
COc1cccc(NC(=O)N[C@@H]2C=C[C@H](CC(=O)N3CCCCC3)O[C@@H]2CO)c1 | 0.0
C[C@@H]1CN([C@H](C)CO)C(=O)Cc2cc(N(C)C)ccc2O[C@H]1CN(C)Cc1ccc(C(=O)O)cc1 | -5.1
C[C@H](CO)N1C[C@H](C)[C@@H](CN(C)C(=O)Nc2ccc3c(c2)OCO3)Oc2ccc(NC(=O)Nc3ccc4c(c3)OCO4)cc2CC1=O | 0.0
Cc1noc(C)c1NC(=O)N(C)C[C@H]1Oc2c(NS(=O)(=O)c3ccc(Cl)cc3)cccc2C(=O)N([C@H](C)CO)C[C@H]1C | 0.9
Cc1cc(C(=O)Nc2ccc3c(c2)C(=O)N(C)[C@H]2CC[C@@H](CC(=O)NCc4ccc(-c5ccccc5)cc4)O[C@H]2CO3)no1 | 1.0
C[C@H]1CN([C@@H](C)CO)S(=O)(=O)c2ccc(-c3ccccc3)cc2O[C@@H]1CN(C)Cc1ccncc1 | -0.4
Cc1noc(C)c1S(=O)(=O)N(C)C[C@@H]1OCCCC[C@@H](C)Oc2ccc(N(C)C)cc2C(=O)N([C@@H](C)CO)C[C@@H]1C | -9.7
O=C(C[C@@H]1CC[C@H](NC(=O)Nc2ccc(F)cc2)[C@H](CO)O1)NCc1cccc(F)c1 | 1.0
C[C@@H]1CN([C@@H](C)CO)C(=O)Cc2cc(NS(=O)(=O)c3ccccc3)ccc2O[C@@H]1CN(C)Cc1ccc(Cl)c(Cl)c1 | -0.9
N#C[C@H]1[C@H](c2ccc(C3=CCCC3)cc2)[C@H](CO)N1C(=O)C1CC1 | 0.2
COc1ccc2c3c(n(C)c2c1)[C@H](CO)N(Cc1ccccc1Cl)CC31CN(C(=O)CN(C)C)C1 | 0.5
O=C(Nc1cc(F)ccc1F)N1C[C@@H]2[C@H](c3ccccc31)[C@H](CO)N2Cc1cccnc1 | -16
CC(=O)N1[C@@H]2c3ccc(/C=C/c4ccccc4)c(=O)n3C[C@H]1[C@H](CO)[C@H]2C(=O)NCC1CC1 | -0.2
COc1ccc2c3c([nH]c2c1)[C@H](CO)N(Cc1ccncc1)CC31CCN(C(=O)CN(C)C)CC1 | -0.5

Of the compounds above, two have a CF3 group.
canonical_smiles | TcdB inh
CCCN(C)C[C@@H]1OCCCC[C@@H](C)Oc2ccc(NC(=O)CCC(F)(F)F)cc2C(=O)N([C@@H](C)CO)C[C@@H]1C | -0.1
C[C@@H]1CCCCO[C@H](CN(C)Cc2ccncc2)[C@@H](C)CN([C@H](C)CO)C(=O)c2cc(NC(=O)Nc3ccc(C(F)(F)F)cc3)ccc2O1 | 0.1

More records follow.
canonical_smiles | TcdB inh
C[C@H](CO)N1C[C@H](C)[C@H](CN(C)Cc2ccncc2)Oc2cc(-c3ccccc3)ccc2S1(=O)=O | 1.1
COc1ccc(-c2ccc3c(c2)[C@@H]2[C@@H](CCN2S(=O)(=O)c2ccccc2F)[C@H](CO)N3C)cc1 | -0.6
CCC(=O)Nc1ccc2c(c1)C(=O)N(C)C[C@H](OC)[C@H](C)CN(C(=O)CC1CC1)[C@@H](C)CO2 | -1.9
CN1CCN(C(=O)C[C@H]2CC[C@@H]3[C@H](COC[C@@H](O)CN3CC3CC3)O2)CC1 | -0.5
C[C@H](CO)N1C[C@H](C)[C@@H](CN(C)Cc2ccc(Oc3ccccc3)cc2)Oc2ccc(NC(=O)Nc3ccccc3)cc2C1=O | -0.5
COc1ccc(NC(=O)Nc2ccc3c(c2)C(=O)N([C@H](C)CO)C[C@@H](C)[C@H](CN(C)Cc2ccc(C(=O)O)cc2)OCCCC[C@H](C)O3)cc1 | 0.5
Cc1noc(C)c1S(=O)(=O)Nc1ccc2c(c1)C(=O)N([C@@H](C)CO)C[C@H](C)[C@H](CN(C)C(=O)Cc1ccccc1)OCCCC[C@@H](C)O2 | -1.4
COc1ccc(NC(=O)Nc2ccc3c(c2)CC(=O)N([C@H](C)CO)C[C@@H](C)[C@H](CN(C)Cc2ccc(C(=O)Nc4ccccc4N)cc2)O3)cc1 | -4.1
COc1ccc2c3c(n(C)c2c1)[C@@H](CO)NCC31CCN(C(=O)Nc2ccc(F)cc2F)CC1 | -5.8
CC(C)NC(=O)Nc1ccc2c(c1)CC(=O)N([C@@H](C)CO)C[C@@H](C)[C@H](CN(C)S(=O)(=O)c1cn(C)cn1)O2 | 0.5
CCS(=O)(=O)N1CCCCN2[C@H](CO)[C@H](c3ccc(C#Cc4ccccn4)cc3)[C@@H]2C1 | 1.6
CC(=O)N[C@@H]1CC[C@@H](CCNC(=O)C2CC2)O[C@H]1CO | 0.2
CCCNC(=O)N[C@H]1CC[C@@H](CC(=O)NC2CCCCC2)O[C@H]1CO | -2.7
O=S(=O)(N[C@H]1CC[C@H](CCn2cc(Cc3ccccc3)nn2)O[C@H]1CO)c1ccccc1F | -0.8
O=C(Nc1ccc2c(c1)[C@H]1C[C@@H](CC(=O)N3CCc4ccccc4C3)O[C@@H](CO)[C@H]1O2)c1ccc2c(c1)OCO2 | 0.7
C[C@@H]1CN([C@@H](C)CO)C(=O)c2cc(NC(=O)C3CCCCC3)ccc2O[C@@H](C)CCCCO[C@@H]1CN(C)C(=O)c1ccncc1 | 0.9
COc1ccc(-c2ccc3n(c2=O)C[C@H]2[C@H](CO)[C@@H](C(=O)NCCN4CCCC4)N(C)[C@@H]32)cc1 | 0.0
C[C@@H]1CN([C@H](C)CO)C(=O)c2cccc(NS(=O)(=O)c3ccc(F)cc3)c2O[C@@H]1CN(C)Cc1ccc(C(=O)Nc2ccccc2N)cc1 | -0.7
C[C@H]1CN([C@@H](C)CO)S(=O)(=O)c2ccc(C#Cc3ccc(F)cc3)cc2O[C@H]1CN(C)C(=O)CN(C)C | 1.6
COc1ccc(-c2cnc3c(c2)C(=O)N([C@H](C)CO)C[C@H](C)[C@H](CN(C)C(=O)CN(C)C)O3)cc1 | 0.0
CC(=O)N(C)C[C@H]1Oc2ncc(-c3cccc(F)c3)cc2C(=O)N([C@H](C)CO)C[C@@H]1C | 0.5
CCCNC(=O)C[C@H]1C[C@H]2c3cc(NC(=O)COC)ccc3O[C@H]2[C@@H](CO)O1 | -1.4
C[C@H]1CN([C@@H](C)CO)C(=O)c2cc(C3=CCCCC3)cnc2O[C@H]1CN(C)C(=O)c1ccccn1 | -1.3
COc1ccc2c3c(n(C)c2c1)[C@H](CO)N(C(=O)c1cccc(F)c1)CC31CN(C(=O)c2cccc(F)c2)C1 | 0.9
CCC(=O)N1CC[C@@H]2[C@H]1c1cc(C#Cc3ccc(F)cc3)ccc1N[C@@H]2CO | -0.7
C[C@H](CO)N1C[C@H](C)[C@@H](CN(C)C(=O)NC2CCCCC2)Oc2ccc(NC(=O)Cc3cn(C)c4ccccc34)cc2CC1=O | -2.3
CC(C)NC(=O)N(C)C[C@@H]1OCCCC[C@@H](C)Oc2ccc(NC(=O)CCCN(C)C)cc2C(=O)N([C@@H](C)CO)C[C@H]1C | -0.3
C[C@H]1CN([C@@H](C)CO)C(=O)c2cc(-c3cccc(F)c3)cnc2O[C@H]1CN(C)C(=O)C1CCC1 | -0.1
CCCNC(=O)N1C[C@H]2[C@@H](c3ccccc31)[C@H](CO)N2C(=O)c1ccccc1 | 0.8
C[C@H]1CN([C@@H](C)CO)C(=O)c2cccc(NC(=O)C3CC3)c2O[C@@H]1CN(C)CC1CC1 | -2.1
COc1ccc(NC(=O)N[C@@H]2CC[C@H](CCn3cc(-c4ccccc4F)nn3)O[C@@H]2CO)cc1 | 0.3
C[C@@H]1CN([C@@H](C)CO)C(=O)Cc2cc(NS(=O)(=O)c3cccs3)ccc2O[C@H]1CN(C)Cc1ccc(C(=O)Nc2ccccc2N)cc1 | 0.5
